# uPA generation – qHTS for Inhibitors of Cell Surface uPA Generation; cell surface uPA generation assay, qHTS; Potency, µM (series often up to 38.3 µM), for inactives: at the highest dose activity change, negative = inhibition, hits mostly inhibitors; hit rate 0.31% among 330,000; active = well fitted inhibition curve with a large enough effect; inconclusive = small, poorly fitted or top-dose-only effect; inactive = no such curve, though single readings can be large or run the other way; tested in mouse RAW 264.7 cells; also: potency is read from the fitted curve at half-maximal effect; % is scaled to controls: 0 for no effect and ±100 for the full control effect; nearly all actives have a fitted effect of over 55% in size
# KCNH2 3.1 inh – qHTS for Inhibitors of KCHN2 3.1: Mutant qHTS; Potassium voltage-gated channel subfamily H member 2, brain isoform KCNH2 3.1 (human); U2OS KCNH2 3.1, thallium flux FluxOr; hits give low values; activity change, % (tested at about 1.8 µM); hit rate 0.95% among 340,000;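 active = maximum activity change below -70%; inconclusive = maximum activity change from -70% to -50%; inactive = maximum activity change above -50%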;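 also: thallium influx rate constant from kinetic fluorescence after stimulation buffer; % is scaled to controls: 0 for no effect and ±100 for the full control effect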
#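 Channel expression came from 3.1 mutant virus (1.77 x 10^8 /mL) applied to suspended U2OS cells for 4 h. Flux was tracked with FluxOr dye plus Red40 quencher, and kinetic rate constants normalized to controls.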
# ELG1 genotox – qHTS screen for small molecules that induce genotoxicity in human embryonic kidney (HEK293T) cells expressing luciferase-tagged ELG1. Potency, µM (highest dose often 46 µM), inactives show top-dose activity change, positive = activation, hits mostly activators. AID 504466, 2011. HEK293T ELG1-luciferase reporter, luminescence, 16 h. hit rate 1.3% among 330,000; also: potency is read from the fitted curve at half-maximal effect; % of control where 0% means no effect; nearly all actives have a fitted effect of over 60% in size
#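 Cells (2,000/well) expressing the ELG1-luciferase fusion are dosed by pin tool and kept 16 hr at 37 °C, 5% CO2. Signal comes from ONE-Glo luciferase reagent after 30 min at room temperature.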
# Rab9 prom act – qHTS Assay for Rab9 Promoter Activators; Huh7 Rab9 promoter-luciferase reporter, luminescence, 24 h; Potency, µM (top dose mostly 9.22 µM), without a hit: at the highest dose activation, negative = inhibition, hits mostly activators; hit rate 2.8% among 320,000; also: potency is read from the fitted curve at half-maximal effect; % of control where 0% means no effect; nearly all actives have a fitted effect of over 60% in size
#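 Huh7 reporter line, Rab9 promoter upstream of luciferase. Compound exposure 24 h at 37 °C in reduced-serum medium with 10% FBS. Read-out: luminescence.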
# Tb PFK inh – qHTS Assay to Find Inhibitors of T. brucei phosphofructokinase; ATP-dependent 6-phosphofructokinase (Trypanosoma brucei brucei), O15648; T. brucei PFK, ADP-Glo luminescence; Potency, µM (top dose mostly 57.5 µM), for inactives: at the top dose activity, negative = inhibition, usual class: inhibitors; hit rate 0.17% among 330,000; AID 485367, 2010;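 also: potency is read from the fitted curve at half-maximal effect; 0% = uninhibited 1x PFK enzyme wells and -100% = no-enzyme wells; nearly all actives have a fitted effect of over 60% in size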
#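 1.25 nM PFK with 0.5 mM F6P and 0.1 mM ATP in 0.1 M TEA pH 8.0, 5 mM MgCl2, incubated 45 min at room temperature; ADP measured by ADP-Glo luminescence; compounds titrated up to 57 uM.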
# FLuc modulator – qHTS profiling assay for firefly luciferase inhibitor/activator using purifed enzyme and Km concentrations of substrates (counterscreen for miR-21 project); AID 588342, 2011; hit rate 6.9% among 360,000; Luciferin 4-monooxygenase (Photinus pyralis), P08659; purified FLuc, Km substrates, luminescence inhibition; Potency, µM (series often up to 57.5 µM), for inactives: at the top dose activity change, negative = inhibition, actives largely listed as inhibitors;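 also: potency is read from the fitted curve at half-maximal effect; plate controls were vehicle for no effect and reference inhibitor for full effect; nearly all actives have a fitted effect of over 55% in size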
# Target sequence (P08659 whole entry, looked up): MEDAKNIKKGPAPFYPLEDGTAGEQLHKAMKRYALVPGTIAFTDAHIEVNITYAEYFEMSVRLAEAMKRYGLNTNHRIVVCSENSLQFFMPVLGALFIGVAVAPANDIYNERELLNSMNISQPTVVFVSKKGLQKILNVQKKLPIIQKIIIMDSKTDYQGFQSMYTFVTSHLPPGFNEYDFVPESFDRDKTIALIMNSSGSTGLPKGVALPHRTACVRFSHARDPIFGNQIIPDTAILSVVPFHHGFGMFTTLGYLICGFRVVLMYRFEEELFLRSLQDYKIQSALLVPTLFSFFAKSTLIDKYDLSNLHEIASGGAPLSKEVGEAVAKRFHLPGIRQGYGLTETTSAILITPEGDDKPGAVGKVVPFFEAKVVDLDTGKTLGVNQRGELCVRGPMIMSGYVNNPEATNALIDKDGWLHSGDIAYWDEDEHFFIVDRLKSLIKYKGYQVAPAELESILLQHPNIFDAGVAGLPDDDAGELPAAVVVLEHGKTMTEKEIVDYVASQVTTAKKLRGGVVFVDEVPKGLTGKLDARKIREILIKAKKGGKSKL
#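 Biochemical qHTS of compounds, final roughly 60 µM downward over six points, against 10 nM purified firefly luciferase using Km concentrations of substrates (10 uM D-luciferin, 10 uM ATP) in Tris acetate pH 7.5 buffer; luminescence output.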
# NPC1 promoter act – qHTS Assay for NPC1 Promoter Activators. Huh7 NPC1 promoter luciferase reporter, 24 h. Potency, µM (titrated, usually from 9.22 µM), for the others: top-dose activation, most hits filed as activators. hit rate 2.4% among 320,000. AID 485313, 2010;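 also: potency is read from the fitted curve at half-maximal effect; % of control where 0% means no effect; nearly all actives have a fitted effect of over 60% in size; reporter is driven by a mutant NPC1 promoter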
#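 Luciferase expression driven by the NPC1 promoter was measured in stably transfected Huh7 cells after a 24 h compound incubation, using a luciferase reagent and a luminescence read.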
# Gal4-VP16 FLuc – VP16 counterscreen qHTS for inhibitors of ROR gamma transcriptional activity; Potency, µM (titrated, usually from 53.6 µM), inactives show at the highest dose activity, negative = inhibition, actives largely listed as inhibitors; hit rate 3.5% among 310,000; Drosophila S2 Gal4-VP16 UAS-luciferase, luminescence, 20 h;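 also: Gal4-VP16 expression switched on by copper sulfate through the metallothionein promoter; potency is read from the fitted curve at half-maximal effect; % is scaled to controls: 0 for no effect and ±100 for the full control effect; nearly all actives have a fitted effect of over 50% in size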
# Giardia kill – Small Molecules that selectively kill Giardia lamblia: qHTS; Giardia lamblia trophozoite viability; activity change, % at 7.66 µM, hits read low; hit rate 0.15% among 340,000; AID 540267, 2011; in the data active = activity change below about -80%; inconclusive = between about -30% and that limit;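 also: parasites exposed to compound for two days anaerobically before the ATP read; % is scaled to controls: 0 for no effect and ±100 for the full control effect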
#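 Trophozoites 100 cells/well + cpd; 48 hrs, 37 deg C, anaerobic. ATPLite 1-Step added, 15-30 min RT, luminescence read (ATP-based viability).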
# Coupling enz – qHTS Assay for Inhibitors of Fructose-1,6-bisphosphate Aldolase from Giardia Lamblia: Coupling assay counterscreen. hit rate 0.67% among 290,000. coupling enzyme system counterscreen, AmpLite Red fluorescence. activity change, negative = inhibition, % at 58.2 µM, hits read low; in the data active = activity change below about -30%; also: % is scaled to controls: 0 for no effect and ±100 for the full control effect
#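 Compounds tested against the coupling enzymes alone at 57.5 uM final; readout was AmpLite Red fluorescence (525/598 nm) after 20 min at RT.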
# RORg inh – qHTS for inhibitors of ROR gamma transcriptional activity; Nuclear receptor ROR-gamma (Mus musculus), P51450; Drosophila S2 Gal4-RORgamma UAS-luciferase reporter, 20 h; AID 2551, 2010; hit rate 5.4% among 310,000; Potency, µM (series often up to 53.6 µM), for the others: top-dose activity change, negative = inhibition, usual class: inhibitors; also: potency is read from the fitted curve at half-maximal effect; % is scaled to controls: 0 for no effect and ±100 for the full control effect; nearly all actives have a fitted effect of over 60% in size
# Target sequence (P51450 whole entry, looked up, the tested form may be a part): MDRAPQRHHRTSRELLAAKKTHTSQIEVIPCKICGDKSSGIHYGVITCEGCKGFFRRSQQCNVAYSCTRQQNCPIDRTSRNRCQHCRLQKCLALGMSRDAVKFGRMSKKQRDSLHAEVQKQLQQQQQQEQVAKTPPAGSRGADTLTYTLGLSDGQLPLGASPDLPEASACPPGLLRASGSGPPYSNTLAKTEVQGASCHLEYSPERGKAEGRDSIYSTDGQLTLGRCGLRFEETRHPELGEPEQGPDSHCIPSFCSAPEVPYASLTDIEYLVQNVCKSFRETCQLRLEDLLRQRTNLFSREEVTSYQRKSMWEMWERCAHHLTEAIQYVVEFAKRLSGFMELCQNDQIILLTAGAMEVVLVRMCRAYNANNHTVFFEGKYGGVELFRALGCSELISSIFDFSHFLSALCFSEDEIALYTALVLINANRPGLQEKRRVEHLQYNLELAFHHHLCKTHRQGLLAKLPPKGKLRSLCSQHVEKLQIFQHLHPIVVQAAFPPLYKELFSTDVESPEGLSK
#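 Using a luciferase readout, inhibitors were identified by reduced reporter activity in Drosophila cells coexpressing a copper-inducible Gal4–ROR gamma fusion and UAS-driven Photinus luciferase, incubated 20 hr after 700 uM copper sulfate.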
# Active calls of the source: *; ? = inconclusive; · = no result given; [ ] = remark or other dose. Unless noted, calls follow the shape of the dose curve; as a rule, active = well fitted curve in the direction sought with a large enough effect; inconclusive = small, poorly fitted or top-dose-only effect, or another doubt; inactive = no such curve, though single readings can be large; an effect the other way counts as inactive or inconclusive.
SMILES,uPA generation,KCNH2 3.1 inh,ELG1 genotox,Rab9 prom act,Tb PFK inh,FLuc modulator,NPC1 promoter act,Gal4-VP16 FLuc,Giardia kill,Coupling enz,RORg inh
CCN(CC)S(=O)(=O)c1cccc2cc(C(=O)O)c(O)cc12,3%,-21,1%,-2%,1%,?,-4%,-5%,-1,13,4%
Cc1noc(C)c1S(=O)(=O)Nc1ccc2c(c1)C(=O)N([C@H](C)CO)C[C@@H](C)[C@@H](CN(C)Cc1ccc3c(c1)OCO3)O2,11%,-2,0%,·,0%,·,·,·,8,·,·
O=C(COc1ccc2c3c(c(=O)oc2c1)CCC3)N1CCCCC1,6%,1,?,?,3%,?,?,?,5,0,-4%
Nn1c(COc2cccc(Br)c2)nnc1SCC(=O)N1CCc2ccccc2C1,2%,-1,-5%,-10%,-6%,4%,-1%,-15%,14,-1,16%
CNC(=S)N(CCc1c(C)[nH]c2ccccc12)Cc1cccnc1,-2%,-191*,3%,-2%,0%,0%,0%,8%,-6,7,-5%
CC1CCCCC12NC(=O)N(CC(=O)N1CCN(C(=O)c3cccs3)CC1)C2=O (stereo unspecified),12%,9,2%,2%,-4%,·,-3%,·,-8,·,·
CC(C)(C)N(Cc1ccccc1)C(=O)COC(=O)c1ccc(Br)o1,-13%,-4,-1%,1%,0%,·,-2%,·,9,·,·
Cc1csc(NC(=O)c2cc(=O)[nH]c3ccc(S(=O)(=O)N4CCOCC4)cc23)n1,2%,6,-6%,-3%,4%,0%,-4%,0%,-4,-1,5%
O=C(NCc1ccccn1)Nc1cccc(F)c1,-9%,5,12%,10%,4%,0%,-3%,?,6,0,24%
CCC(=O)Nc1ccc(-c2nc(-c3ccccc3)n(CC(=O)N3CCCCC3)n2)cc1,-1%,5,-14%,-8%,-8%,-2%,0%,3%,0,-2,-10%
Cc1ccn2c(-c3csc(NCc4ccccc4)n3)c(C)nc2c1,-12%,-26,-12%,-20%,5%,?,-4%,?,-10,-20,14µM*
COc1ccc(-c2cc(C(F)(F)F)c3c(N)c(C(=O)NCCSC)sc3n2)cc1,5%,0,?,8%,-3%,9%,23%,?,8,1,?
Nc1nc(N)c(Cc2ccc(Cl)cc2Cl)c(N)n1,-10%,-7,-8%,1%,3%,-3%,-13%,-21%,19,3,24%
CC(C)c1ccc(-c2nnc(SCC(=O)NC3CC3)n2C)cc1,2%,16,15%,19%,0%,-19%,16%,18%,2,·,-5%
O=C(Nc1ccc2[nH]ncc2c1)c1ccccc1Cl,-12%,6,?,3.5µM*,-20%,9.5µM*,4µM*,·,?,-1,·
Cc1ccc(C(=O)NC(=S)N2CC(C)OC(C)C2)cc1[N+](=O)[O-] (stereo unspecified),·,-91*,-1%,0%,-1%,2%,5%,0.71µM*,4,-2,0.4µM*
C/C(=N\NC(=O)c1cc(-c2ccc(O)cc2)nc2ccccc12)c1cccnc1,0%,·,7%,-5%,-1%,6µM*,2%,2%,0,0,-38%
CCCn1cc(CN2CCCC(C(=O)c3cccc(OC(C)C)c3)C2)c(C)n1 (stereo unspecified),-4%,-36,-4%,-5%,6%,-1%,-6%,28%,?,3,7%
O=c1c2ccccc2[nH]c(=S)n1CCCn1ccnc1,3%,5,5%,-4%,2%,0%,-4%,-1%,17,1,-6%
Cc1cccn2c(=O)nc(SCC(=O)N3CCN(c4ccccc4)CC3)nc12,9%,-2,-15%,-3%,0%,1%,5%,·,5,·,·
CC(=O)Nc1cccc(N)c1,3%,2,0%,-1%,-1%,-1%,2%,-3%,3,·,0%
O=C(COC(=O)c1ccccn1)Nc1ccc2c(c1)OCO2,7%,-2,0%,-4%,13%,?,0%,-1%,28,-6,27%
O=C(O)c1ccc(N2C(=O)CC(N3CCN(c4ccc(Cl)cc4)CC3)C2=O)cc1 (stereo unspecified),0%,-6,-4%,0%,8%,1%,0%,6%,-2,0,?
N#Cc1c(NC(=O)CCC(=O)O)sc2c1CCCC2,-3%,7,8%,-7%,14%,-9%,-3%,11%,24,9,17%
O=S(=O)(c1ccccc1)c1nc(-c2ccccc2)oc1NCc1cccnc1,-5%,-6,-1%,4%,1%,5%,-12%,-2%,-3,5,35%
Cc1cc(=O)n2c(-c3ccc(Cl)cc3)csc2n1,-2%,-13,4%,-5%,1%,-4%,-4%,19%,6,3,-2%
CCCC(=O)NC(c1ccccc1Cl)c1ccc2cccnc2c1O (stereo unspecified),-7%,-97*,?,-49%[inhibitor],0%,2%,-22%,4.5µM*,14,-1,2.8µM*
O=C(NCc1cccnc1)C1CC(c2ccccc2O)=NO1 (stereo unspecified),-3%,20,2%,5%,-6%,12%,-3%,-7%,10,1,?
Cn1c(N)c(S(=O)(=O)c2ccc(Br)cc2)c2nc3ccccc3nc21,-7%,10,-5%,-9%,-3%,0%,-2%,?,22,-12,-23%
CCN(CC(=O)Nc1ccccc1C(F)(F)F)C(=O)c1ccc2[nH]c3c(c2c1)CC(C)CC3 (stereo unspecified),22%,3,-22%,-5%,-14%,-15%,1%,·,-11,·,·
CCC(=O)c1ccc(OCC(=O)Nc2ccc3nc(C)sc3c2)cc1,-15%,0,-2%,1%,6%,4%,1%,0%,?,0,15%
CCN(CC)c1ccc(/C=c2\sc3nnc(-c4ccccc4Cl)n3c2=O)cc1,-2%,-14,0%,0%,2%,-14%,1%,12%,3,0,4%
Oc1ccc(N=Nc2ccc3c(c2)OCCO3)c(O)c1,?,-21,?,1.1µM*,1%,1.2µM*,1.3µM*,10µM*,1,0,8.9µM*
O=C(Nc1ccc(S(=O)(=O)Nc2nccs2)cc1)c1ccc(=O)[nH]c1,5%,-3,2%,-8%,-28%,-5%,-6%,-14%,1,0,-13%
CCc1c(C)nc2ncnn2c1N1CCCC(C(=O)NCCc2ccccc2)C1 (stereo unspecified),·,10,-2%,-3%,-2%,-4%,-4%,-23%,-5,6,?
CCCc1[nH][nH]c(=O)c1C(c1ccc(Br)cc1)C(C#N)C#N (stereo unspecified),-7%,13,-8%,0%,-1%,2%,-3%,?,13,2,-72%
Fc1cccc(Nc2nc3ccccc3n3cnnc23)c1,-1%,-33,2%,-3%,-4%,3%,3%,2%,?,2,-22%
Cc1cccc(/C=C/c2onc(C)c2S(=O)(=O)N2CCC(C(=O)NC(C)(C)C)CC2)c1,6%,-20,-2%,4%,-2%,0%,-4%,2%,-12,0,11%
O=C(c1ccc(-c2ccccc2)cc1)N1CCN(c2ccccc2F)CC1,15%,13,-1%,-4%,-3%,-15%,-6%,-1%,-11,5,-2%
COC(=O)c1[nH]c2cccc(OC)c2c1NC(=O)CN(C)CC1OCCO1,2%,-2,3%,15%,-1%,0%,-3%,6%,-11,-3,-17%
O=C(CCC(=O)c1ccc(Br)cc1)Nc1ccc(F)cc1,0%,11,0%,0%,-4%,3%,-2%,25%,-7,1,1%
COc1ccc(C)cc1NC(=O)CCNC(=O)c1ccco1,1%,4,-1%,-3%,0%,0%,1%,3%,-14,-2,0%
Cc1cc(Br)ccc1S(=O)(=O)n1ccnc1C,3%,-8,-1%,-5%,1%,?,-1%,2%,-4,3,1%
CCOC(=O)CCCNC(=O)COC(=O)c1cc(Br)c(Br)s1,-3%,5,-3%,7%,2%,-14%,-2%,-8%,4,3,-1%
O=C(O)c1ccccc1/C=N/n1c(C2CCCCC2)n[nH]c1=S,-3%,10,-2%,-1%,-4%,1%,-2%,-5%,-20,1,-17%
O=C(Nc1ccc(NC(=O)C2CC2)nc1)c1cccnc1,3%,23,5%,-1%,3%,-2%,1%,4%,5,1,11%
Cc1ccc(N=C2NC(=O)S/C2=C\c2ccco2)cc1,-15%,29,21%,0%,0%,-6%,0%,?,-20,-5,-28%
O=C1N[C@@H](Cc2ccccc2)C(=O)N2CCC[C@@H]12,0%,-17,4%,-6%,-3%,1%,-2%,-2%,-11,-3,-34%
COc1ccc2[nH]c(=O)c(CN(CCCN(C)C)C(=O)Nc3ccc(F)cc3)cc2c1,0%,-14,-2%,-10%,2%,7%,-4%,7%,9,1,0%[10 µM]

# Source: PubChem BioAssay (National Center for Advancing Translational Sciences (NCATS))
